RMI-FANCM inh: RMI-FANCM interaction inhibition. Fluorescence polarization, RMI core complex with F-MM2 peptide; active compounds read low. FP signal (polarization) at 33 µM. 70,000 tested, 0.58% active; in the data active = FP signal below about 40; also: inactives centre near 61; strong numbers were not always called active; unit not given here
Starred values were filed as active, the others as inactive; & = joins results of further samples. A portion of the library, so the mix of outcomes need not match the whole.

| Compound | RMI-FANCM inh |
| --- | --- |
| O=C(NCc1cccc2ccccc12)NCc1nnnn1-c1ccc(F)c(F)c1 | 58 |
| O=C(O)/C=C/C(=O)Nc1ccc(S(=O)(=O)Nc2nccs2)cc1 | 60 |
| COc1cn(CC(=O)Nc2ccc(Cl)cc2)c(CO)cc1=O | 55 |
| Cc1nn(-c2ccccc2)c2c1/C(=N/O)CC(C)(C)C2 | 58 |
| CC(C)Cn1c(=O)c2ccccc2n(Cc2nc(-c3ccccc3)no2)c1=O | 131 |
| COc1ccc(SCC(=O)Nc2cccc3ccccc23)cc1 | 51 |
| CCOC(=O)c1nn(-c2ccccc2Cl)c(=O)cc1OCC(=O)Nc1ccc(C(F)(F)F)cc1 | 58 |
| COc1ccc(C(=O)Nc2c(N)nc(SCC(=O)N3CCOCC3)[nH]c2=O)cc1 | 71 |
| CC(=O)c1ccc(C(=O)Nc2nc3c(cc4c5c(cccc53)CC4)s2)cc1 | 66 |
| O=C(NC1CCCCC1)N1CCn2cccc2C1c1cccnc1 (stereo not given) | 54 |
| CC1c2ccsc2CCN1C(=S)NC(=O)c1ccccc1Cl (stereo not given) | 54 |
| CC(=O)c1ccc(OC(=O)c2ccc(Cl)cc2)cc1 | 61 |
| CCOc1ccccc1C(=O)NCCOc1ccc2nnc(-c3ccccc3)n2n1 | 67 |
| O=C(NCCCn1nc(-c2ccncc2)ccc1=O)Nc1ccc(F)cc1 | 68 |
| O=C(NCCc1csc(-c2ccc(Cl)cc2)n1)C(=O)Nc1ccc2c(c1)OCCO2 | 57 |
| CC(=O)Nc1nc(CC(=O)N2CCN(c3cccc(Cl)c3)CC2)cs1 | 54 |
| CN(C(=O)CN(CCO)CC(=O)N(C)C(C)(C)Cc1ccccc1)C(C)(C)Cc1ccccc1 | 81&70 |
| C#CCn1c(=NC(=O)c2ccco2)sc2c(C)cc(C)cc21 | 64 |
| Cc1nc(SC(C)c2ccccc2)[nH]c(=O)c1CC(=O)NCc1ccc(F)cc1 (stereo not given) | 62 |
| COc1ccc(CCC(=O)NCCSc2ncc(-c3ccc(OC)cc3)[nH]2)cc1 | 53 |
| Cc1csc(NC(=O)c2ccc(=O)n(Cc3ccccc3F)c2)n1 | 61 |
| O=C(Nc1nnc(-c2cccs2)o1)C1CC(=O)N(c2ccc(F)cc2)C1 (stereo not given) | 70 |
| O=C(Nc1cc(S(=O)(=O)c2ccccc2)cs1)c1ccc(Cl)cc1 | 71 |
| Cc1cccc(C)c1NC(=O)Cc1cc(=O)[nH]c(SCc2cccc(Cl)c2)n1 | 61 |
| O=C1c2cccc3cccc(c23)C(=O)N1CCCCCc1nnc(Nc2ccc(S(=O)(=O)O)cc2)s1 | 76 |
| COc1nc(N)nc(-c2csc(C)n2)n1 | 63 |
| O=C(/C=C/c1ccccc1)Nc1ccc(Br)cc1 | 60 |
| Cc1c(O)c(=O)ccn1C | 60 |
| COc1ccc(OC)c(S(=O)(=O)Nc2ccc3c(c2)OCC(C)(C)C(=O)N3)c1 | 63 |
| CN(C)CCCN(C(=O)c1ccc(S(=O)(=O)N(C)Cc2ccccc2)cc1)c1nc2cc3c(cc2s1)OCO3 | 132 |
| Cc1cc2ccccc2n2c(SCC(=O)NCC3CCCO3)nnc12 (stereo not given) | 60 |
| COc1cc2c(cc1OC)C(=O)OC2 | 63&62 |
| COc1ccc(NC(=O)Cc2csc(Nc3ccccc3)n2)cc1Cl | 66 |
| O=C(C1CC1)N1CCc2ccc(NS(=O)(=O)Cc3ccccc3)cc21 | 66 |
| CC(C)(C)c1ccc(NS(=O)(=O)c2cccc(F)c2)cc1 | 62 |
| COC(CNS(=O)(=O)c1ccc([N+](=O)[O-])cc1)OC | 59 |
| c1ccc2c(c1)nc(CN1CCCC1)n1c3ccccc3nc21 | 61 |
| COc1cccc(NC(=O)Cn2nc(S(=O)(=O)c3ccc(Cl)cc3)ccc2=O)c1 | 63 |
| Cc1nc(C)c(C(=O)Nc2cccc(C(F)(F)F)c2)o1 | 60 |
| CC(=O)c1cc2cc(F)ccc2oc1=O | 62 |
| CCOc1ccccc1NC(=O)CSc1nnc(NC(=O)Nc2ccc(OC)cc2)s1 | 53 |
| COc1ccccc1N1CCN(CCNC(=O)C(=O)Nc2cc(C)cc(C)c2)CC1 | 72 |
| O=C(Nc1cccnc1Cl)c1cccnc1Cl | 47 |
| COc1ccc(Cc2nnc(NC(=O)c3cccc(OC)c3)o2)cc1 | 64 |
| CCOc1ccc(C(=O)Nc2sc3c(c2-c2nc4ccccc4s2)CCN(C(C)C)C3)cc1 | -31* |
| Cc1ccc(-c2ccc(N3CCN(S(=O)(=O)c4cc(F)ccc4F)CC3)nn2)c(C)c1 | 64 |
| COc1ccc(Cl)cc1NC(=O)NCCOc1ccc(F)cc1 | 61 |
| Cc1ccc2c(CC(=O)Nc3cccc(Cl)c3C)cc(=O)oc2c1 | 74 |
| CC(C)C(=O)Nc1ccc(SCC(=O)N2CCCc3ccccc32)nn1 | 66 |
| CS(=O)(=O)c1ccc(CC(=O)Nc2c(C(N)=O)oc3ccccc23)cc1 | 54 |
| O=C(Nc1cccc(-c2nc3ccccc3[nH]2)c1)c1ccc(Cl)cc1 | 97 |
| O=C(Nc1ncccn1)c1c[nH]c2ccccc2c1=O | 62 |
| COc1c[nH]c(C(=O)Nc2cccc(F)c2)cc1=O | 63 |
| O=C(Nc1nnc(-c2ccno2)o1)C1CCCN(S(=O)(=O)c2cccs2)C1 (stereo not given) | 55 |
| CCOC(=O)c1cnc(NNS(=O)(=O)c2ccc(Cl)cc2)nc1C(F)(F)F | 55 |
| CC(=O)O[C@@](C)(CCC=C(C)C)C1CC=C(C)CC1 (stereo not given in full) | 63 |
| CC(=O)Nc1cccc(NC(=O)Cn2c(=O)n(-c3ccccc3)c(=O)c3oc4ccccc4c32)c1 | 60 |
| N/C(=N\OC(=O)CCn1cccc(C(F)(F)F)c1=O)c1ccc(OC(F)(F)F)cc1 | 57&54 |
| CC(C)n1c(=S)[nH]c2cc(Cl)ccc21 | 54 |
| O=C(CCc1csc2nc(-c3ccccc3)cn12)Nc1nccs1 | 68 |

(next part)
| Compound | RMI-FANCM inh |
| --- | --- |
| S=c1[nH]nc2ccc3ccccc3n12 | 71 |
| O=C1/C(=C/c2cn(-c3ccccc3)nc2-c2ccc(Cl)cc2)SC(=S)N1C1CCS(=O)(=O)C1 (stereo not given) | 56 |
| COC(=O)c1ccc2nc(NC(=O)COc3ccc(Cl)cc3Cl)sc2c1 | 64 |
| COc1cc(C=NS(=O)(=O)CCc2ccccc2)cc(Br)c1O | 66 |
| O=C(NCCc1ccc(N2CCCC2)cc1)C(=O)NCc1ccc(Cl)cc1 | 130 |
| COC(=O)Cc1c(C(=O)OC)nnn1-c1ccc(Cl)cc1 | 48 |
| CSc1cccc(NC(=O)CC2CCCCN2S(=O)(=O)c2ccc(F)cc2)c1 (stereo not given) | 71 |
| CNC(=S)NNC(=O)CSCc1c(Cl)cccc1Cl | 63 |
| COc1ccc(OCC2c3cc(OC)c(OC)cc3CCN2C(=O)c2ccc(-c3ccccc3)cc2)cc1 (stereo not given) | 63 |
| CC1=NN(C(C)(C)C)C(=O)C1 | 57 |
| Cc1ccc(C)n1-c1ncccc1OCc1nnc(-c2ccc3ccccc3c2)o1 | 65 |
| O=C(CSC1=Nc2cccnc2Nc2ccccc21)Nc1cccc(Cl)c1 | 58 |
| Nc1[nH]ncc1-c1ccccc1 | 62 |
| c1ccc2c(c1)N1CC3(CCCCC3)CNC1C21OCCO1 (stereo not given) | 54 |
| CC(C)NC(=O)c1ccc2c(=O)n(Cc3ccccc3)c3nnc(SCC(N)=O)n3c2c1 | 64 |
| CCOCCCn1c(SCc2nc(-c3ccc(SC)cc3)no2)nc2ccccc2c1=O | 106 |
| COc1nn(C)cc1C(=O)Nc1ccc2c(c1)OCO2 | 54 |
| Cc1c(C)c(C)c(S(=O)(=O)Nc2cccnc2)c(C)c1C | 56 |
| CS(=O)(=O)Nc1ccc(Oc2c(C#N)cccc2C#N)cc1 | 54 |
| C/C(=N/OCC(=O)O/N=C(/N)COc1ccc(Cl)cc1Cl)c1ccc(Cl)cc1 | 60 |
| CC(=O)O[C@H]1CC[C@@]2(C)C(C[C@@H](OC(C)=O)[C@@]3(C)C4=CC(=O)O[C@@H](c5ccoc5)[C@]4(C)CCC23)C1(C)C (stereo not given in full) | 61 |
| O=C(Nc1cc(Cl)ccc1Cl)c1cccc(Oc2ccccc2)c1 | 61 |
| C=CCn1c(SCC(=O)c2cc(C)n(CCOC)c2C)nc2sc3c(c2c1=O)CCCCC3 | 73 |
| Nc1ccc(Nc2ccc(N)cc2S(=O)(=O)O)cc1 | 26 |
| O=C(NCCc1ccccc1)NCc1nnnn1-c1ccc(Cl)cc1 | 57 |
| COc1cccc(NC(=O)CSc2ccc3ccccc3n2)c1 | 74 |
| Cc1cc(C)cc(S(=O)(=O)N2CCN(c3ccc4nncn4n3)CC2)c1 | 65 |
| CSc1c(-c2ccccn2)c(N)nn1C(=O)C1CCC1 | 60 |
| Cc1ccc(Cl)cc1NC(=O)C(=O)NCCCn1ccnc1 | 56 |
| Cc1ccc(C(C2=C(O)CC(C)(C)CC2=O)C2C(=O)CC(C)(C)CC2=O)o1 (stereo not given) | 60 |

(further entries)
Structure | RMI-FANCM inh
COc1cc(OC)cc(-c2nnc(NC(=O)/C=C/c3cccc([N+](=O)[O-])c3)o2)c1 | 61
COc1ccc(-n2c(=O)c3ccc(C(=O)NCCc4ccccc4)cc3n(CC(=O)NC3CCCCC3)c2=O)cc1 | 61
COc1ccc(NC(=O)Cn2ncn3nc(-c4ccccc4)cc3c2=O)cc1Cl | 142
COc1ccc(/C=c2\sc3nc(=O)c(Cc4ccc(OC)c(OC)c4)nn3c2=O)cc1 | 66
CCOc1cccc2sc(NC(=O)c3ccc(Br)cc3)nc12 | 60
Cc1cc(C)cc(C(=O)NCCS(=O)(=O)N2CCN(c3ncccn3)CC2)c1 | 69
COC(=O)CSCC(=O)Nc1nnc(-c2ccc(Br)cc2)s1 | 63
Cc1cc(C)c(N=C(N)N=C(N)NN)c(C)c1 | 61
COc1ccc(C(=O)/C=C/c2ccc(Br)o2)c(OC)c1 | 69
O=C(CCCSc1ccc(NC(=O)c2ccco2)nn1)NCC1CCCO1 (stereo not given) | 61
Cc1nc(C)n(C(C)CC(=O)Nc2ccccn2)n1 (stereo not given) | 62
CC(=S)Nc1ccc(C(F)(F)F)cc1 | 59
COc1ccc2nc(-n3nc(C)cc3NC(=O)CN3C(=O)c4ccccc4C3=O)sc2c1 | 63
O=C(NCCN1CCN(c2ccccc2)CC1)C(=O)Nc1ccon1 | 64
CC(=O)OCC[N+](C)(C)C | 55&57
O=S(=O)(NCC1(c2cccs2)CCCC1)c1ccc(F)c(Cl)c1 | 69
O=C(Nc1nc2c(Cl)ccc(Cl)c2s1)C1CC1 | 69
COc1ccc(C(=O)Nc2c(N)nc(SCc3ccccc3)[nH]c2=O)cc1OC | 68
CCc1nnc(C2CCN(S(=O)(=O)c3ccccc3)CC2)s1 | 61
CC1CCN(C(=O)CSc2ccc(NC(=O)c3ccccc3)nn2)CC1 | 67
CC(=O)N1CCCc2ccc(NC(=O)C(=O)NCc3ccccc3)cc21 | 56
O=C(O/N=C1/CCCCC1Cn1ccnc1)c1ccc(Cl)cc1 (stereo not given) | 54
Cc1ccc(CNC(=O)C(=O)NCC(=O)N2CCOC(c3ccccc3)C2)cc1 (stereo not given) | 83
C=CCNc1nc(Nc2ccc(Cl)cc2)c2cnn(C)c2n1 | 60
CCSc1ncnc2c1cnn2-c1ccc(F)cc1 | 55
O=C(NC1CCCCCC1)C1CCCN(S(=O)(=O)c2cccc3nonc23)C1 (stereo not given) | 64
O=C(NCCN1CCn2cc(OCc3ccccc3)c(=O)cc2C1=O)c1ccco1 | 62
COCCN1CCCc2ccc(NS(=O)(=O)c3ccc(OC)cc3)cc21 | 58
CCN(CC)S(=O)(=O)c1ccc(N=NC2=C(O)CC(C)(C)CC2=O)cc1 | 64
CCOc1ccc(-n2c(Cc3cccn3C)nnc2SCC(=O)NO)cc1 | 54
Cc1ccc(N2C(=O)CC(Nc3ccc(F)cc3)C2=O)c(Br)c1 (stereo not given) | 66
CCOC(=O)c1sc(=NC(=O)c2cccc(C)c2)n(C)c1C | 89
CCOC(=O)N1CCc2c(sc(NC(=O)c3cc(C)no3)c2C#N)C1 | 72
O=C(CSc1ccc(Cl)cc1)c1ccc(Cl)cc1 | 62
Cc1ccc(-n2c(=O)[nH]cc(C(=O)Nc3ccc(C)c(F)c3)c2=O)cc1C | 58
O=C(Cn1cnc2c(sc3cccc(F)c32)c1=O)NCCc1ccc(Cl)cc1 | 135
CN1CCN(Cc2c(NC(=O)c3ccccc3F)sc3c2CCC3)CC1 | 73
Cc1cccc(OCC(=O)NC2CC(=O)N(c3cccc(F)c3)C2)c1 (stereo not given) | 52
Cc1nc(C)n(CCNS(=O)(=O)c2ccccc2)n1 | 61
O=C(N/N=C\c1cccnc1)C1COc2ccccc2O1 (stereo not given) | 57
CCCC(=O)C1=C(c2cccc(OC)c2)N(C(=O)CCC)n2cnnc2S1 | 54
Cc1cc(C)n(-c2ncc(C#N)c(N)n2)n1 | 54
Cc1n[nH]c(=S)[nH]c1=O | 74
COc1ccccc1/C=C1\SC(=S)N(CCC(=O)NCCc2c[nH]c3ccccc23)C1=O | 65
COC(=O)c1ccc(NC(=O)C(=O)NCCc2csc(-c3cccc(F)c3)n2)cc1 | 59
CC1(C)CC(=O)C2=C(C1)OC1CCCCC21 (stereo not given) | 49

Assay outcomes (PubChem BioAssay)
